MPTP block – permeability transition pore inhibition | 360,000 compounds, 1.4% hits | inhibition, % at 10 µM | isolated mouse mitochondria, Ca2+ swelling absorbance, 30 min;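 active = inhibition of 50% or more, scaled per plate between neutral and stimulator controls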;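 note: 0% = DMSO wells given calcium and 100% = 1 mM EGTA wells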
APJ agonist – activates the human apelin receptor APJ; CHO-K1 APJ PathHunter beta-arrestin, luminescence; 0% DMSO wells, 100% apelin; activation, % at 20 µM; 330,000 compounds, 0.11% hits;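 active = activation more than six SD over the plate average, tested at 20 µM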;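 note: 0% = DMSO alone and 100% = apelin-13 at 10 nM; some results filed as inactive read as strong as hits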
Target sequence (P35414 whole entry, looked up): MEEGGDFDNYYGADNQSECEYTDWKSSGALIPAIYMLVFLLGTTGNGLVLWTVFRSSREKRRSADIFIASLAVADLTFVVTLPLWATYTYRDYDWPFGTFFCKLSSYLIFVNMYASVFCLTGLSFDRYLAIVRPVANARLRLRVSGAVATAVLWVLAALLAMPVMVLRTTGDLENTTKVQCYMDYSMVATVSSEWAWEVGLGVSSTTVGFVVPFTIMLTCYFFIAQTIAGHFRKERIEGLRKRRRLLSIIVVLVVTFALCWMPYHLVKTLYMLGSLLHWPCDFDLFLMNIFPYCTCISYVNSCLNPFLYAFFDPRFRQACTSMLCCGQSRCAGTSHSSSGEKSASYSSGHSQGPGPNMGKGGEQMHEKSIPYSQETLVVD
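Assay system: CHO-K1 APJ beta-arrestin complementation cell line / Compound: single test compound dose, 20 µM final, 1% DMSO / Times: overnight seeding, 90 min compound at 25 °C, 1 h detection / Technique: beta-gal luminescence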
TIM10 inh – TIM10 yeast growth inhibition; S. cerevisiae TIM10 strain growth, BacTiter-Glo luminescence, 24 h; inhibition, % at 10 µM; 330,000 compounds, 1.4% hits; AID 463195;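 active = inhibition of 40% or more at the single tested concentration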;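 note: wild-type TIM10 isogenic control strain grown at permissive 25 °C; 0% = DMSO yeast wells and 100% = minimal medium wells without yeast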
NR3A LBD binder – modulators (binders) of human NR3A ligand-binding domain | 340,000 compounds, 2.5% hits | NR3A LBD differential scanning fluorimetry, Tm shift; 0% = protein alone, 100% = glycine-bound protein | Tm shift relative to glycine control, % at 25 µM;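 active = melting temperature shift of at least 10% of the positive control shift, at one fixed dose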
tim23-1 inh – growth inhibitors of tim23-1 mutant yeast; S. cerevisiae tim23-1 growth, BacTiter-Glo luminescence, 24 h; inhibition, % at 20 µM; 330,000 compounds, 1.3% hits; AID 463212;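 active = growth inhibition of the mutant yeast at or above 50%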;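 note: temperature-sensitive mutant grown at 25 °C; plate controls were DMSO-treated mutant yeast for no effect and medium wells lacking yeast for full effect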
beta cell repl – inducers of beta-cell replication in MIN6 cells; 330,000 compounds, 0.29% hits; MIN6 cells proliferation, ATPlite luminescence, 48 h; cells starved in 0.2% serum; 100% = growth in 10% serum; AID 2380; proliferation, % at 10 µM;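 active = compounds whose signal lies at least 3.5 SD above the mean of all wells on their plate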;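 note: 0% = DMSO-treated cells in low-serum medium and 100% = 10% serum control; some compounds called inactive have numbers as strong as hits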
APJ antag – APJ receptor antagonism; P35414; CHO-K1 APJ beta-arrestin complementation, luminescence; inhibition, % at 20 µM; 330,000 compounds, 0.32% hits;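 active = inhibition above about 40% at 20 µM, limit read from the data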;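 note: cells challenged with 10 nM apelin-13 agonist together with compound; plate controls were apelin-13 plus DMSO wells for no effect and DMSO wells lacking apelin-13 for full effect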
NALP3 yeast inh – inhibitors of NALP3 inflammasome in yeast. Yeast reconstituted NLRP3/ASC/caspase-1, beta-gal luminescence, 24 h. AID 2825. inhibition, % at 10 µM. 330,000 compounds, 0.39% hits;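 active = inhibition of 50% or more; inactive = inhibition below 50%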;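 note: plate controls were induced DMSO wells for no effect and uninduced yeast grown without galactose for full effect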
tim10-1 inh – inhibits growth of tim10-1 mutant yeast; inhibition, % at 20 µM; 330,000 compounds, 2.2% hits; S. cerevisiae tim10-1 ts strain growth, BacTiter-Glo, 24 h; AID 463190;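 active = inhibition of at least 40%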;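 note: mutant grown at 25 °C; 0% = DMSO wells with yeast and 100% = wells holding no yeast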
An asterisk follows results filed as active.

How did O=C1c2cccnc2C(O)N1Cc1ccccc1 (centres undefined) do in these assays?
MPTP block: -1.2; APJ agonist: -6; TIM10 inh: -11; NR3A LBD binder: 0; tim23-1 inh: 13; beta cell repl: 2; APJ antag: -8; NALP3 yeast inh: -9; tim10-1 inh: 4

Results for COC(=O)C1=C(C)Nc2ncnn2C1c1ccc(C)o1 (centres undefined) ?
MPTP block: -0.9; APJ agonist: -3; TIM10 inh: 11; NR3A LBD binder: -2; tim23-1 inh: 26; beta cell repl: 4; APJ antag: -65; NALP3 yeast inh: -2; tim10-1 inh: 27

What do the screens show for `Cc1cc(C(=O)Nc2cccc([N+](=O)[O-])c2)c(C)o1`?
MPTP block: 2.3; APJ agonist: -3; TIM10 inh: 8; NR3A LBD binder: -8; tim23-1 inh: 1; beta cell repl: -1; APJ antag: 23; NALP3 yeast inh: 19; tim10-1 inh: -6

What do the screens show for `COc1cc(OC)c(OC)cc1CN1CCCC(C(=O)N2CCCC2)C1` (centres undefined)?
MPTP block: -1.3; APJ agonist: -5; TIM10 inh: 11; NR3A LBD binder: -2; tim23-1 inh: 16; beta cell repl: -4; APJ antag: 2; NALP3 yeast inh: -4; tim10-1 inh: -8

Results for CCc1cc(Cn2nc(-c3ccccc3)cc2C(=O)NCc2cccc(C(F)(F)F)c2)on1 ?
MPTP block: 46; APJ agonist: 3; TIM10 inh: -15; NR3A LBD binder: 2; tim23-1 inh: -3; beta cell repl: -8; APJ antag: 2; NALP3 yeast inh: 14; tim10-1 inh: -1

What do the screens show for `CCOc1ccc(NC(=O)Cn2nnc(C(=O)NCc3ccccc3OC)c2N)cc1`?
MPTP block: 0.6; APJ agonist: -1; TIM10 inh: -37; NR3A LBD binder: -7; tim23-1 inh: -22; beta cell repl: 2; APJ antag: -12; NALP3 yeast inh: 13; tim10-1 inh: 3

Results for O=C(CSc1nc2ccccc2c(=O)n1-c1ccc(Cl)cc1)c1ccco1 ?
MPTP block: 1.3; APJ agonist: -6; TIM10 inh: -17; NR3A LBD binder: -11; tim23-1 inh: -5; beta cell repl: -2; APJ antag: 11; NALP3 yeast inh: -6; tim10-1 inh: 4

What do the screens show for `O=C(c1ccc(COCC(F)(F)F)o1)N1CCCCCC1`?
MPTP block: -1.6; APJ agonist: -2; TIM10 inh: -22; NR3A LBD binder: 1; tim23-1 inh: 2; beta cell repl: -2; APJ antag: -12; NALP3 yeast inh: 12; tim10-1 inh: -7

Results for COC(=O)[C@@H]1C[C@H]2CC[C@H](O)C[C@H]2N1Cc1ccc(-c2ccccc2)cc1 ?
MPTP block: 0.9; APJ agonist: -4; TIM10 inh: 1; NR3A LBD binder: 1; tim23-1 inh: 17; beta cell repl: 0; APJ antag: -9; NALP3 yeast inh: 21; tim10-1 inh: 24

What do the screens show for `COc1ccc(NC(=O)CSc2ccc3c(c2)OCCO3)cc1S(N)(=O)=O`?
MPTP block: -1.6; APJ agonist: -2; TIM10 inh: 7; NR3A LBD binder: 3; tim23-1 inh: 11; beta cell repl: -1; APJ antag: 2; NALP3 yeast inh: 5; tim10-1 inh: 12

What do the screens show for `Cc1cc(C)c2c(N)c(C(=O)c3ccccc3Cl)sc2n1`?
MPTP block: 2.2; APJ agonist: 7; TIM10 inh: 21; NR3A LBD binder: -1; tim23-1 inh: 31; beta cell repl: -3; APJ antag: -6; NALP3 yeast inh: 17; tim10-1 inh: 4

What do the screens show for `CN1CCN(C(=S)C(=O)Nc2ccccc2)CC1`?
MPTP block: 3.4; APJ agonist: 1; TIM10 inh: 1; NR3A LBD binder: 0; tim23-1 inh: 14; beta cell repl: -2; APJ antag: 1; NALP3 yeast inh: 3; tim10-1 inh: 9

Results for CCOC(=O)c1nnc(-c2ccc(C)cc2)nc1Oc1ccccc1Cl ?
MPTP block: -0.9; APJ agonist: -1; TIM10 inh: 17; NR3A LBD binder: -3; tim23-1 inh: 43; beta cell repl: -4; APJ antag: 5; NALP3 yeast inh: 6; tim10-1 inh: 30

What do the screens show for `Cc1ccc(C(C(=O)NC2CCCC2)N(Cc2ccc3c(c2)OCO3)C(=O)Cc2cccs2)cc1` (centres undefined)?
MPTP block: 3.0; APJ agonist: -5; TIM10 inh: 11; NR3A LBD binder: -1; tim23-1 inh: 7; beta cell repl: -2; APJ antag: 4; NALP3 yeast inh: 1; tim10-1 inh: 16

How did CCc1ccccc1NC(=O)c1cnc2scc(C)n2c1=O do in these assays?
MPTP block: 0.0; APJ agonist: 1; TIM10 inh: 5; NR3A LBD binder: -1; tim23-1 inh: 33; beta cell repl: 2; APJ antag: 7; NALP3 yeast inh: 26; tim10-1 inh: 39

What do the screens show for `COc1ccc(CCC(C)N2CCC(Oc3ccc(C(=O)N4CCCC4)cc3)CC2)cc1` (centres undefined)?
MPTP block: 2.4; APJ agonist: -2; TIM10 inh: -10; NR3A LBD binder: -2; tim23-1 inh: 0; beta cell repl: 1; APJ antag: 10; NALP3 yeast inh: 18; tim10-1 inh: 15

Results for O=C(O)Cn1c(=O)c2c(c3ccccc31)CCC2 ?
MPTP block: -0.5; APJ agonist: -1; TIM10 inh: -10; NR3A LBD binder: 1; tim23-1 inh: 7; beta cell repl: 0; APJ antag: -2; NALP3 yeast inh: 11; tim10-1 inh: 11

How did O=C(CSc1ccccc1F)Nc1ccc(N2CCOCC2)cc1 do in these assays?
MPTP block: 0.3; APJ agonist: 0; TIM10 inh: -3; NR3A LBD binder: 0; tim23-1 inh: -7; beta cell repl: -3; APJ antag: 2; NALP3 yeast inh: 0; tim10-1 inh: -6

How did CCC(C)NC(=O)c1cc(OC)c(OC)c(OC)c1 (centres undefined) do in these assays?
MPTP block: -0.2; APJ agonist: 2; TIM10 inh: 2; NR3A LBD binder: 1; tim23-1 inh: 0; beta cell repl: -3; APJ antag: 0; NALP3 yeast inh: 16; tim10-1 inh: 6

How did CC(C)CC(=O)Nc1c2c(nn1-c1ccc(F)cc1)CS(=O)C2 (centres undefined) do in these assays?
MPTP block: -0.8; APJ agonist: 3; TIM10 inh: -6; NR3A LBD binder: 4; tim23-1 inh: -2; beta cell repl: 2; APJ antag: -2; NALP3 yeast inh: 10; tim10-1 inh: -4

What do the screens show for `O=C(CCCN1CCC(c2ccccc2)C1)c1ccc2c(c1)OCCO2` (centres undefined)?
MPTP block: 0.9; APJ agonist: 3; TIM10 inh: 5; NR3A LBD binder: 0; tim23-1 inh: 1; beta cell repl: 0; APJ antag: 1; NALP3 yeast inh: 21; tim10-1 inh: -11

How did Cc1ccc(-c2noc(CCC(=O)NCCN3CCN(Cc4ccccc4)CC3)n2)cc1 do in these assays?
MPTP block: 2.9; APJ agonist: -2; TIM10 inh: -5; NR3A LBD binder: 0; tim23-1 inh: 6; beta cell repl: -2; APJ antag: 5; NALP3 yeast inh: 11; tim10-1 inh: 1

What do the screens show for `COc1ccc2oc(C(=O)OCC(=O)N(C)C3CCS(=O)(=O)C3)c(C)c2c1` (centres undefined)?
MPTP block: 0.2; APJ agonist: -5; TIM10 inh: 5; NR3A LBD binder: 1; tim23-1 inh: 1; beta cell repl: 0; APJ antag: -33; NALP3 yeast inh: 18; tim10-1 inh: -15

What do the screens show for `Cc1cc(N2CCN(C(=O)c3ccco3)CC2)n2nc(-c3cccc(F)c3)cc2n1`?
MPTP block: -1.2; APJ agonist: 3; TIM10 inh: 35; NR3A LBD binder: -2; tim23-1 inh: 25; beta cell repl: 0; APJ antag: 30; NALP3 yeast inh: 17; tim10-1 inh: 33

How did CCCNC(=O)N1CCC(Cc2ccccc2)CC1 do in these assays?
MPTP block: 1.0; APJ agonist: -3; TIM10 inh: 8; NR3A LBD binder: 0; tim23-1 inh: -9; beta cell repl: -2; APJ antag: -3; NALP3 yeast inh: 25; tim10-1 inh: 1

How did Cc1nn(C)c(C)c1Nc1ccc(N2C(=O)C3CC=CCC3C2=O)cc1[N+](=O)[O-] (centres undefined) do in these assays?
MPTP block: 13; APJ agonist: -1; TIM10 inh: 16; NR3A LBD binder: 0; tim23-1 inh: 17; beta cell repl: -2; APJ antag: 4; NALP3 yeast inh: 7; tim10-1 inh: 1

How did O=C(/C=C/c1ccccc1F)c1cccc([N+](=O)[O-])c1 do in these assays?
MPTP block: 2.6; APJ agonist: 0; TIM10 inh: 27; NR3A LBD binder: 19*; tim23-1 inh: 39; beta cell repl: -6; APJ antag: 9; NALP3 yeast inh: 22; tim10-1 inh: 51*

Results for Cc1cc(C)nc(N2CCC(C(=O)NCCc3ccc(F)cc3)CC2)n1 ?
MPTP block: -1.3; APJ agonist: -4; TIM10 inh: 16; NR3A LBD binder: 1; tim23-1 inh: 3; beta cell repl: 1; APJ antag: 3; NALP3 yeast inh: 12; tim10-1 inh: -1

Results for CCC1CCCCN1C(=O)CSc1nnc(-c2ccc(Cl)s2)o1 (centres undefined) ?
MPTP block: -1.2; APJ agonist: -2; TIM10 inh: 9; NR3A LBD binder: 3; tim23-1 inh: 42; beta cell repl: -2; APJ antag: 3; NALP3 yeast inh: 27; tim10-1 inh: 51*

Results for COCCCNC(=O)c1cc(S(=O)(=O)NCCCN2CCCC2=O)ccc1Cl ?
MPTP block: -0.3; APJ agonist: -1; TIM10 inh: 1; NR3A LBD binder: 0; tim23-1 inh: -5; beta cell repl: -3; APJ antag: -1; NALP3 yeast inh: 9; tim10-1 inh: -10

How did CS(=O)(=O)N1CCC(C(=O)N2CCN(c3ccccc3)CC2)CC1 do in these assays?
MPTP block: -1.2; APJ agonist: -3; TIM10 inh: 0; NR3A LBD binder: 2; tim23-1 inh: 6; beta cell repl: 0; APJ antag: 14; NALP3 yeast inh: 6; tim10-1 inh: -5

Results for O=S(=O)(Nc1ccc(F)cc1)c1ccc(S(=O)(=O)N2CCOCC2)cc1 ?
MPTP block: -2.9; APJ agonist: 0; TIM10 inh: -6; NR3A LBD binder: 1; tim23-1 inh: -3; beta cell repl: 8; APJ antag: 0; NALP3 yeast inh: 12; tim10-1 inh: -18

Sorted by molecular weight (ascending): some entries from above
How did CS(=O)(=O)N1CCC(C(=O)N2CCN(c3ccccc3)CC2)CC1 do in these assays?
MPTP block: -1.2; APJ agonist: -3; TIM10 inh: 0; NR3A LBD binder: 2; tim23-1 inh: 6; beta cell repl: 0; APJ antag: 14; NALP3 yeast inh: 6; tim10-1 inh: -5

Results for CCC1CCCCN1C(=O)CSc1nnc(-c2ccc(Cl)s2)o1 (centres undefined) ?
MPTP block: -1.2; APJ agonist: -2; TIM10 inh: 9; NR3A LBD binder: 3; tim23-1 inh: 42; beta cell repl: -2; APJ antag: 3; NALP3 yeast inh: 27; tim10-1 inh: 51*

What do the screens show for `COc1ccc2oc(C(=O)OCC(=O)N(C)C3CCS(=O)(=O)C3)c(C)c2c1` (centres undefined)?
MPTP block: 0.2; APJ agonist: -5; TIM10 inh: 5; NR3A LBD binder: 1; tim23-1 inh: 1; beta cell repl: 0; APJ antag: -33; NALP3 yeast inh: 18; tim10-1 inh: -15

What do the screens show for `Cc1cc(N2CCN(C(=O)c3ccco3)CC2)n2nc(-c3cccc(F)c3)cc2n1`?
MPTP block: -1.2; APJ agonist: 3; TIM10 inh: 35; NR3A LBD binder: -2; tim23-1 inh: 25; beta cell repl: 0; APJ antag: 30; NALP3 yeast inh: 17; tim10-1 inh: 33

How did Cc1ccc(-c2noc(CCC(=O)NCCN3CCN(Cc4ccccc4)CC3)n2)cc1 do in these assays?
MPTP block: 2.9; APJ agonist: -2; TIM10 inh: -5; NR3A LBD binder: 0; tim23-1 inh: 6; beta cell repl: -2; APJ antag: 5; NALP3 yeast inh: 11; tim10-1 inh: 1
